TMEM16A act – activates or potentiates the mouse TMEM16A chloride channel; HEK293 TMEM16A/YFP-H148Q/I152L, iodide quench fluorescence; hits give low values; Q8BHY3; 340,000 compounds, 0.3% hits; B-score at 10 µM;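 active = fluorescence-ratio B-score plate-corrected deviation score at least 3 library SD below zero, with starting fluorescence score within 5 deviations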;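 also: channel opened by trigger with iodide after compound preincubation; score built on the fluorescence ratio of max minus min over baseline; more negative score means more quench and so TMEM16A activation or potentiation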
SKKanGAS inh – SKKanGAS growth inhibition. S. pyogenes SKKanGAS, kanamycin growth, BacTiter-Glo, 6 h. inhibition, % at 7.5 µM. 300,000 compounds, 1.3% hits;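 active = mean replicate score, as percent of positive control median, at least 50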;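 also: strain carries kanamycin resistance gene driven by streptokinase promoter and grows in 40 µg/ml kanamycin; loss of luminescence reflects streptokinase promoter inhibition or plain growth inhibition; 0% = median of DMSO wells and 100% = positive control at its reference dose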
TRPC6 inhibitor – blocks the mouse TRPC6 cation channel. 310,000 compounds, 1.1% hits. HEK293-TRPC6, membrane potential dye, ACh-evoked depolarization; hits give low values. B-score at 10 µM. AID 2553;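 active = B-score under library mean minus 3 SD, initial fluorescence not abnormally high, positive integrated signal ratio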;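 also: B-score derived from integrated fluorescence ratio over the kinetic read; more negative B-score means stronger inhibition of depolarization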
MrgX1 antagonist – blocks BAM8-22 activation of human MrgX1 receptor; Q96LB2; 310,000 compounds, 1.3% hits; B-score at 10 µM; MRGX1-HEK293 calcium flux, Fluo-4, BAM8-22 antagonism; hits give low values;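 active = calcium-response B-score plate-corrected more than 3 library SD below zero, starting fluorescence within 5 deviations, no agonist response on first addition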;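 also: peak minus trough fluorescence over baseline after final BAM8-22 challenge near maximal dose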
Target sequence (Q96LB2 whole entry, looked up): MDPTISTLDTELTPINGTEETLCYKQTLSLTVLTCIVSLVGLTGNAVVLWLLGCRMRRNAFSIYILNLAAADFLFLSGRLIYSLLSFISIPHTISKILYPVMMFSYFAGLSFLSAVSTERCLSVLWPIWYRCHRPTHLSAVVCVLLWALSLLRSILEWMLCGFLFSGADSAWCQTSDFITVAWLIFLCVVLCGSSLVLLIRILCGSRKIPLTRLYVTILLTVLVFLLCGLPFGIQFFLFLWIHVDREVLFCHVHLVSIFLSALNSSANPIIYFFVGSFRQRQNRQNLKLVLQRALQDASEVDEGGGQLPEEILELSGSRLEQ
HDAC3 inh – blocks human histone deacetylase 3. O15379. 320,000 compounds, 0.15% hits. recombinant HDAC3, fluorogenic peptide/trypsin coupled, fluorescence. inhibition, % at 8.3 µM; in the data active = inhibition above about 26%, passing the limit was not always enough
Target sequence (O15379 whole entry, looked up): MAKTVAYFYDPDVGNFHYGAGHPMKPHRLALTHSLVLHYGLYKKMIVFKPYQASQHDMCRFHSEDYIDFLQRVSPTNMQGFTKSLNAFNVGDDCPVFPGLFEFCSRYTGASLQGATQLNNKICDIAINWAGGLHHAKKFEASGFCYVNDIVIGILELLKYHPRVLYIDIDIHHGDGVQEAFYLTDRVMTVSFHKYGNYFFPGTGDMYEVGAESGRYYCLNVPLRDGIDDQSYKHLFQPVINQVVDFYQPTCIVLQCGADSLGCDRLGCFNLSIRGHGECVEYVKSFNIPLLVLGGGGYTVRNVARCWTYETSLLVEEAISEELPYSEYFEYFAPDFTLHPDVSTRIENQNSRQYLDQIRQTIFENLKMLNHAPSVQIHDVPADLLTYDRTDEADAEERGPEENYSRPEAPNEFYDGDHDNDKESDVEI
TRPC6 act – activators of mouse TRPC6 channel; Q61143; HEK293-TRPC6 membrane potential dye fluorescence; hits give high values; B-score at 10 µM; 310,000 compounds, 0.13% hits; AID 2550;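 active = B-score of the integrated fluorescence ratio above library mean plus 3 SD, and starting fluorescence ratio within library mean plus 5 SD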;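 also: higher score means more depolarization so channel activation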
MrgX1 PAM – human MrgX1 positive allosteric modulation, primary screen; Q96LB2; MrgX1-HEK293, Fluo-4 calcium flux, FDSS; hits give high values; B-score at 10 µM; 310,000 compounds, 0.63% hits; AID 588675;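 active = plate-corrected calcium response at least 3 library SD above typical, normal starting fluorescence, not activating the receptor alone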;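 also: compound read alongside a low EC10 to EC30 dose of BAM8-22 agonist; peak minus trough fluorescence over baseline measured at the second addition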
MrgX1 agonist – human MrgX1 receptor agonism, primary screen | Q96LB2 | MrgX1-HEK293 cells, Fluo-4 calcium fluorescence, agonist mode; hits give high values | B-score at 10 µM | 310,000 compounds, 0.44% hits | AID 588627;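 active = calcium response B-score plate-corrected fluorescence ratio at least 3 library SD, with starting fluorescence B-score inside 5 SD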
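Material: HEK293 cells stably expressing human MrgX1 receptor | Quantity: 15,000 cells per well | Times: Cells plated overnight, dye loaded 0.5 h 37 °C, 0.5 h room temperature | Measured by: Kinetic Fluo-4 NW fluorescence of intracellular calcium | Control set: Positive and negative controls per plate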
RGS4 pot – potentiators or activators of RGS4; B-score at 10 µM; 310,000 compounds, 0.92% hits; HEK293 M3R/inducible RGS4, carbachol calcium flux Fluo4; hits give low values;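 active = B-score of the integrated calcium signal more than 4 SD below the library mean, with starting fluorescence not abnormally high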;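 also: negative B-score means reduced calcium response which marks RGS4 activation or potentiation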
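Material: Inducible-RGS4 HEK293 cells carrying M3 receptor; also added: carbachol at ECmax as muscarinic agonist stimulus; incubation: compound preincubation 20 min at room temperature before agonist; signal: Fluo4-AM (2 µM) calcium-flux fluorescence, kinetic read; measure: integrated calcium ratio converted to B score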
RGS4 inh – human RGS4 inhibition; B-score at 10 µM; HEK293 M3R/RGS4 inducible, Fluo-4 calcium flux; hits give high values; triggered by carbachol at its EC20; 310,000 compounds, 0.45% hits; P49798;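 active = B-score, a plate-corrected calcium signal, over three deviations above library mean, with baseline fluorescence within five deviations of library mean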;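 also: RGS4 expression induced by doxycycline in cells with stable M3 receptor; B-score is computed from the integrated fluorescence ratio over baseline after carbachol; higher B-score means a larger calcium signal and so more RGS4 inhibition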
Target sequence (P49798 whole entry, looked up): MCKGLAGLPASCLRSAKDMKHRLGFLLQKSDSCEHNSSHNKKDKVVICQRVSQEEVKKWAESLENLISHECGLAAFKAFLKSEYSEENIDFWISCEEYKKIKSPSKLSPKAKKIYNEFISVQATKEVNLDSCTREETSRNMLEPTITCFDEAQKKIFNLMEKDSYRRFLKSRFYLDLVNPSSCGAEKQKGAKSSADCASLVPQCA
ANO1 block – mouse TMEM16A channel inhibition, primary screen; Q8BHY3; HEK293 TMEM16A/YFP iodide influx fluorescence, ionomycin; normalized B-score (activity score, 25-100; higher = stronger inhibition) at 10 µM; 310,000 compounds, 1.2% hits; AID 588511;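 active = ratio plate-corrected score three or more library SD toward inhibition, starting fluorescence score within five deviations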;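 also: score derived from kinetic fluorescence span divided by baseline fluorescence per well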
* marks the source's active call; other numbers are inactive results; i = inactive; / = no result given; & = joins results of further samples.

SMILES	TMEM16A act	SKKanGAS inh	TRPC6 inhibitor	MrgX1 antagonist	HDAC3 inh	TRPC6 act	MrgX1 PAM	MrgX1 agonist	RGS4 pot	RGS4 inh	ANO1 block
CCCCn1c(N)c(N(CC(C)C)C(=O)CN2C(=O)c3ccccc3C2=O)c(=O)[nH]c1=O	i	-3.6	i	i	7.3	i	i	i	i	i	i
CN1CCCC1CCNS(=O)(=O)c1ccc(Br)cc1 (stereo not drawn)	i	-0.1	i	i	4.0	i	i	i	i	i	i
CN(/C=C/C(=C/C=[N+](C)c1ccccc1)OCCCS(=O)(=O)[O-])c1ccccc1	i	1.0	i	i	-2.2	i	i	i	i	i	i
COc1ccc(/C=N/NC(=S)NCCc2ccccc2)cc1	i	19.2	i	i	0.1	i	i	i	i	i	i
O=C(CC1C(=O)NCCN1C(=O)Nc1ccccc1)Nc1cc(Cl)ccc1Cl (stereo not drawn)	i	-3.1	i	i	2.5	i	i	i	i	i	i
COCCNc1nc2ccccc2n2cnnc12	i	-5.8	i	i	-0.5	i	i	i	i	i	i
Cc1[nH]c(=O)[nH]c(=O)c1S(=O)(=O)N1CCN(c2ccccc2F)CC1	i	-10.0	i	i	15.0	i	i	i	i	i	i
Cc1cccnc1NC(=S)Nc1ccc(Br)cc1Cl	i	0.2	i	i	-5.8	i	i	i	i	i	i
COC(=O)c1ccc(Sc2ccccc2NS(=O)(=O)c2ccc(C)cc2)nc1	i	0.2	i	i	-1.5	i	i	i	i	i	i
C=CCN=C(NC#N)SCC(=O)NCc1ccccc1	i	4.4	i	i	3.4	i	i	i	i	i	i
Cc1cc(C)cc(NC(=O)Nc2cccc(S(N)(=O)=O)c2)c1	i	-2.0	i	i	4.9	i	i	i	i	i	i
CC(C)Cn1c(=O)c2ccccc2n2c(CCC(=O)NCc3ccccn3)nnc12	i	-1.0	i	i	-11.3	i	i	i	i	i	i
C=CCn1c(CNC(=O)c2ccco2)nnc1SCC(=O)c1ccc(F)cc1	i	-2.2	i	i	2.1	i	i	i	i	i	i
Nc1ccc(Oc2ccc(Cl)cc2)cc1	i	-1.5	i	i	8.8	i	6.95*	i	i	i	i
Cc1cc(C)n(Cc2ccc(NC(=O)c3nn(C)cc3[N+](=O)[O-])cc2)n1	i	3.6	i	i	2.9	i	i	i	i	i	i
COC(=O)CSc1nc2c(cnn2-c2ccc(Cl)cc2)c(=O)[nH]1	i	5.4	i	i	-3.6	i	i	i	i	i	i
COc1cc(C(=O)NCCNC(=O)c2cc(OC)c(C)c(OC)c2)cc(OC)c1C	i	-1.4	i	i	-6.2	i	i	i	i	i	i
CCOC(=O)Oc1c(OC)cc(C(=O)O[C@@H]2C[C@@H]3CN4CCc5c([nH]c6cc(OC)ccc56)[C@H]4C[C@@H]3[C@H](C(=O)OC)[C@H]2OC)cc1OC	i	/	/	i	2.2	/	i	i	/	/	i
CS(=O)(=O)Nc1ccccc1Oc1ccccc1	i	-9.7	i	i	6.1	i	i	i	i	i	i
CCC(Sc1nc2ncccc2[nH]1)C(=O)NC1CCC(C)CC1 (stereo not drawn)	i	1.4	i	i	0.2	i	i	i	i	i	i
CCCCOP(=O)(c1ccc(N(C)C)cc1)C(O)c1c(Cl)cccc1Cl (stereo not drawn)	i	0.4	i	i	1.0	i	i	i	i	i	i
COc1ccc(C)cc1S(=O)(=O)N(CC(=O)NC1CCCC1)c1ccc(F)cc1	i	11.0	i	i	0.9	i	i	i	i	i	i
COc1ccccc1NC(=O)Nc1ccc2c(c1)OCCO2	i	0.7	i	i	2.8	i	i	i	i	i	i
COc1cccc(CNC2CCCC2)c1	i	7.2	i	i	-0.8	i	i	i	i	i	i
O=C(NCc1ccco1)c1cccc(S(=O)(=O)N2CCCC2)c1	i	-0.8	i	/	/	i	/	/	i	i	/
CCOC(=O)CSc1nnc(NC(=O)C2CC(=O)N(c3ccc(F)cc3)C2)s1 (stereo not drawn)	i	39.8	i	i	-2.3	i	i	i	i	i	i
CCOC(=O)C1(CCCc2ccccc2)CCN(C(=O)CCc2cnccn2)CC1	i	5.7	i	i	3.5	i	i	i	i	i	i
Cc1ccc(C)c(NC(=O)CCC(=O)OC(C(=O)c2ccccc2)c2ccccc2)c1 (stereo not drawn)	i	-14.2	i	i	-8.2	i	i	i	i	i	i
Cc1cc(C(=O)N[C@H](c2ccccc2)[C@@]2(C)C[C@@H]2[C@@H](C)C(=O)Nc2ccc3ccccc3c2)n(C)n1	i	20.3	i	i	5.5	i	i	i	i	i	i
CCOc1ccc(S(=O)(=O)NCCC(=O)N(C)CC(=O)Nc2ccc(OC)cc2)cc1	i	-1.3	i	i	2.8	i	i	i	i	i	i
Cc1sc(NC(=O)COc2ccccc2)c(C#N)c1C	i	-8.4	i	i	8.5	i	i	i	i	i	i
C/C(=N\NC(=O)c1cccs1)c1cccnc1	i	-3.0	i	i	11.0	i	i	i	i	i	i
CC(C)C(=O)NCCc1nc2ccccc2n1C	i	2.3	i	i	-6.3	i	i	i	i	i	i
O=S(=O)(Nc1ncccn1)c1ccc(NC(=S)N2CCN(c3cccc(C(F)(F)F)c3)CC2)cc1	i	15.2	i	i	12.9	i	i	i	i	i	i
O=S(=O)(c1ccccc1)n1nc(-c2ccccc2)nc1NCc1ccco1	i	-3.3	i	i	7.8	i	i	i	i	i	i
CCC1(c2ccccc2)NC(=O)N(CC(=O)c2ccc3c(c2)OCO3)C1=O (stereo not drawn)	i	-3.5	i	i	8.9	i	i	i	i	i	i
Cc1noc(C)c1S(=O)(=O)N1CCC(C(=O)N2CCN(C(=O)c3ccco3)CC2)CC1	i	-2.9	i	i	3.3	i	i	i	i	i	i
S=c1sc2c(N3CCOCC3)ncnc2n1-c1ccccc1	i	-4.7	i	i	2.2	i	i	i	i	i	i
O=C(Nc1ccccc1)C1=C[C@@H](c2csc3ccccc23)C[C@@H](OCc2ccc(CO)cc2)O1	i	19.9	i	i	12.0	i	i	i	i	i	i
Cc1ccc(S(=O)(=O)c2c(C)cc(C)nc2Oc2cccc(C(F)(F)F)c2)cc1	i	6.6	i	i	15.4	i	i	i	-8.25*	i	i
CCN(CC)CCCNC(=O)C1CCN(C(=O)c2cc3sccc3n2Cc2ccc(F)cc2)CC1	i	-2.3	i	-5.96*	0.3	i	i	i	i	i	i
O=C1NCC(O)=C1C=NC12CC3CC(CC(C3)C1)C2	i	-10.8&-3.6	i	i	-1.4&1.1	i	i	i	i	i	i
CC(=O)NCCC(=O)Nc1sc2c(c1-c1nc3ccccc3[nH]1)CCCC2	i	8.9	i	i	-0.6	i	i	i	i	i	i
CCc1ccc(C(=O)COC(=O)c2cc([N+](=O)[O-])ccc2N2CCOCC2)cc1	i	-0.9	i	i	-3.4	i	i	i	i	i	i
Cc1ccccc1NC(=S)N1CCN(Cc2ccccc2)CC1	i	-7.1	i	i	3.7	i	i	i	i	i	i
Cc1ccccc1-c1noc(C(C)NC(=O)c2ccco2)n1 (stereo not drawn)	i	-2.9	i	i	-2.9	i	i	i	i	i	i
COc1ccccc1NC(=O)C(Sc1ccccc1)c1ccccc1 (stereo not drawn)	i	4.0	i	i	-2.0	i	i	i	i	i	i
COc1ccc(C2c3[nH]c4ccccc4c3C[C@H]3C(=O)N(CCCO)CC(=O)N23)cc1OC (stereo partly drawn)	i	-2.3	i	i	-10.3	i	i	i	i	i	i
CCSC1=N/C(=C/c2ccsc2)C(=O)N1c1ccccc1	i	5.2	i	i	6.8	i	i	i	i	i	i
COc1ccc(-c2csc(=Nc3c(C)n(C)n(-c4ccccc4)c3=O)n2C(C)(C)C)cc1	i	3.3	i	i	0.0	i	i	i	i	i	i
N#CCCN(CCC#N)S(=O)(=O)c1ccc(C(=O)Nc2nc(-c3ccccc3)c(C(=O)c3ccccc3)s2)cc1	i	29.9	i	i	-0.5	i	i	i	i	i	i
CC1(C)CC(=O)C2=C(C1)N(Cc1ccco1)C(=O)C2(NC(=O)C1CCCCC1)C(F)(F)F (stereo not drawn)	i	2.3	i	i	4.3	i	i	i	i	i	i
COc1cc(SC)ccc1C(=O)Nc1cccc(C2OCCCO2)c1	i	-14.9	i	i	-8.8	i	i	i	i	i	i
CCN(CC)CCNC(=O)c1sc2ncn(CC(=O)Nc3ccc(C)c(Cl)c3)c(=O)c2c1C	i	-0.4	i	i	3.0	i	i	i	i	i	i
O=C(CSc1nnc2ccccn12)NNC(=O)c1ccc(Br)cc1	i	-1.3	i	i	0.3	i	i	i	i	i	i
O=C(NC1CCCCC1)C(c1ccc2ncccc2c1)N(Cc1ccc(F)cc1)C(=O)c1ccc2c(c1)OCCO2 (stereo not drawn)	i	17.1	i	i	1.2	i	i	i	i	i	i
COc1ccc(NC(=O)CCn2ccnc2)c(OC)c1	i	-2.7	i	i	1.2	i	i	i	i	i	i
Cc1nn(C)cc1CN(C)C(=O)c1ccc(OC2CCN(Cc3ccccn3)CC2)cc1	i	1.0	i	i	3.3	i	i	i	i	i	i
CSc1nc2c(c(=O)[nH]1)C(c1cccc(Cl)c1)CC(=O)N2 (stereo not drawn)	i	-2.7	i	i	-1.4	i	i	i	i	i	i
N#Cc1c(Cn2cncn2)nc(=O)n(-c2ccccc2)c1N	i	-0.3	i	i	-1.4	i	i	i	i	i	i
(continued)
SMILES	TMEM16A act	SKKanGAS inh	TRPC6 inhibitor	MrgX1 antagonist	HDAC3 inh	TRPC6 act	MrgX1 PAM	MrgX1 agonist	RGS4 pot	RGS4 inh	ANO1 block
O=C(/C=C/c1ccccc1)CC(=O)c1ccccc1O	i	49.8*	i	i	-3.7	i	i	i	i	i	i
COc1ccccc1C(=O)N(C)c1nnc(-c2ccccc2)s1	i	1.4	i	i	-0.3	i	i	i	i	i	i
CC(C)(C)c1cc(N)n(-c2ccc(C(=O)O)cc2)n1	i	-15.9	i	i	7.2	i	i	i	i	i	i
CC(C)CN1C(=O)C(=Nc2cccnc2)c2ccccc21	i	3.0	i	i	5.4	i	i	i	i	i	i
O=C(COc1cccc2cccnc12)N/N=C1\SCC(=O)N1CCc1ccccc1	i	4.8	i	i	4.4	i	i	i	i	i	i

Screening data from PubChem BioAssay.
